Screening results from PubChem.
PERK inhibitor: human PERK inhibition, primary cell-based screen. CHO PERK-DD fusion, SEAP luminescence translation reporter. inhibition, % at 5.6 µM. 220,000 tested, 0.17% active. AID 1416;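 active = inhibition above the mean inhibition of all tested compounds plus 3 SD, set separately per screening campaign, cut at about 2.9% in these data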;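 note: PERK kinase domain activated by AP20187 dimerizer at 100 nM; 0% = DMSO with dimerizer and 100% = rapamycin at 8.4 µM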
RBBP9 inhibitor: inhibitors of human serine hydrolase RBBP9; inhibition, % at 7.94 µM; 220,000 tested, 0.2% active; AID 1515; O75884; recombinant RBBP9, FP-Rh probe fluorescence polarization;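 active = inhibition above the campaign mean of all tested compounds plus 3 SD, cut at about 14% in these data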;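 note: plate controls were DMSO wells with RBBP9 for no effect and wells lacking RBBP9 protein for full effect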
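Test system: recombinant human RBBP9. Quantity: 2.5 µM RBBP9 dispensing solution, before mixing. Detection: FP readout at 525/598 nm. Reagent: Serine-hydrolase probe FP-Rh, 375 nM pre-mixing. Measure: % inhibition. Control set: DMSO-treated enzyme wells and wells lacking RBBP9. Buffer or medium: Tris-NaCl-Pluronic buffer, pH 8.0. Times: preincubation 30 min plus labeling 45 min at 25 °C.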
TNF necrop inh: blocks TNF-alpha induced death of Jurkat FADD-/- cells; activation (protection from cell death), % at 10 µM; Jurkat FADD-/- TNF necroptosis rescue, ATP luminescence, 24 h; 0 = TNF only, 100 = no-TNF cells; AID 463075; 220,000 tested, 0.068% active;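 active = activation, meaning protection from cell death, of at least 50% relative to plate controls; inactive = activation below 50%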;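 note: necroptosis triggered by 40 ng/mL TNF-alpha added together with compound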
Hck-Nef inh: inhibitors of human Hck kinase activated by Nef. P08631. Recombinant Hck-YEEI plus Nef, Z-Lyte FRET kinase assay. inhibition, % at 20 µM. 220,000 tested, 0.68% active. AID 463187;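 active = Hck-Nef kinase inhibition above about 50%, limit read from the data; inactive = inhibition below that limit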;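 note: 0% = DMSO with Hck plus Nef and 100% = Hck alone without Nef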
EP2 antag: blocks the human prostaglandin E2 receptor EP2; P43116; C6 glioma cells expressing human EP2, cAMP TR-FRET; cells stimulated with saturating PGE2; inhibition, % at 25 µM; 260,000 tested, 0.52% active; AID 1422;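 active = percent inhibition above 40 after rounding to a whole number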;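 note: rat C6 glioma host cells with rolipram phosphodiesterase inhibitor present; the protocol text gives 20 µM as final concentration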
Target sequence (P43116 whole entry, looked up): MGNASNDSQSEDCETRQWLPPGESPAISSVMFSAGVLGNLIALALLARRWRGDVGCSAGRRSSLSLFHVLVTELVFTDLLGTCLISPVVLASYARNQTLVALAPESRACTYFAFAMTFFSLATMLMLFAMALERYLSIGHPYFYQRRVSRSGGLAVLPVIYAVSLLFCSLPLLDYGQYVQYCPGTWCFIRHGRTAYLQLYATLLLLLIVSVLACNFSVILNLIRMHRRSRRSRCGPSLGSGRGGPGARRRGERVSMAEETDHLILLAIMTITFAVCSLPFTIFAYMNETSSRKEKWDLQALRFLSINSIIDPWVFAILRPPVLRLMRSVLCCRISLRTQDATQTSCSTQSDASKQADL
EP2 mod: modulates human prostaglandin E2 receptor EP2 signaling; EP2-expressing cells, cAMP HTRF FRET, PGE2 co-stimulation; induction, % at 25 µM; 260,000 tested, 0.83% active; AID 940;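 active = compounds whose cAMP rise, as percent of the full-agonist control response, exceeds 60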;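 note: rat C6 glioma line stably carrying human EP2 under a CMV promoter; the protocol text gives 20 µM as final concentration; 100% = response of wells given 1 µM PGE2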
L929 necroptosis: L929 zVAD cell death inhibition | viability rescue, % at 10 µM | AID 1377 | L929 zVAD necroptosis rescue, ATP luminescence, 24 h; with zVAD 60 µM | 220,000 tested, 0.38% active;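 active = activation, scaled between plate controls, above about 75%, limit read from the data; inactive = activation under that limit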;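 note: 0% = zVAD with DMSO and 100% = DMSO alone without zVAD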
Runt-SMMHC FRET: blocks binding of human RUNX1 Runt domain to CBFb-SMMHC; Q01196+Q13951; Cerulean-Runt/Venus-CBFb-SMMHC FRET ratio 530/480, 1 h; inhibition, % at 20 µM; 220,000 tested, 0.74% active;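 active = mean inhibition across duplicate retests at 20 µM reaching about 50%, limit read from the data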;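 note: 0% = DMSO wells and 100% = wells with excess untagged CBFb-SMMHC; inhibitors lower the FRET ratio by blocking Runt binding to CBFb-SMMHC; some results filed as inactive read as strong as hits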
Target sequence (Q01196 whole entry, looked up, the tested form may be a part): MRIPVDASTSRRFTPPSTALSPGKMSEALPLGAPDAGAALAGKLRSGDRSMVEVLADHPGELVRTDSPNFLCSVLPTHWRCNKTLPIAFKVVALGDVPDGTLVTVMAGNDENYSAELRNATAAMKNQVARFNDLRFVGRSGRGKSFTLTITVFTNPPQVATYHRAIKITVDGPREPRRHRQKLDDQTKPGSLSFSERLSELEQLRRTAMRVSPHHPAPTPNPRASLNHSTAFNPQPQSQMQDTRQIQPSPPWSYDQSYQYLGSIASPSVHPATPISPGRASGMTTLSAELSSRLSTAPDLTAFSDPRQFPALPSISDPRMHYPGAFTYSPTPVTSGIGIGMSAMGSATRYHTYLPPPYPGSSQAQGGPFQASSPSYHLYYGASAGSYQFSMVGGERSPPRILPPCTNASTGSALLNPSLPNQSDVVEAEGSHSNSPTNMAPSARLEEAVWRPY
Target sequence (Q13951 whole entry, looked up, the tested form may be a part): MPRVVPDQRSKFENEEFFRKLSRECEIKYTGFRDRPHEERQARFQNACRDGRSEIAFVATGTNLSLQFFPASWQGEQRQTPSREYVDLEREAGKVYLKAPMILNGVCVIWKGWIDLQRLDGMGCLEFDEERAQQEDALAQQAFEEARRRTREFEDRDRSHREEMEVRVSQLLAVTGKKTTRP
Runt-CBFb FRET: inhibitors of human RUNX1 Runt domain binding to CBFb; inhibition, % at 20 µM; 220,000 tested, 0.46% active; Cerulean-Runt/Venus-CBFb FRET ratio 530/480, 1 h; AID 1496; Q01196+Q13951;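 active = inhibition over about 50% at 20 µM in the single-dose screen, limit read from the data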;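 note: 0% = DMSO wells and 100% = excess unlabeled CBFb competitor control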
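Measured by: fluorescence energy transfer, 422 nm excitation, 530/480 nm emission; Assay system: Cerulean-Runt domain; Medium: Tris pH 7.5 buffer with BSA; Measure: loss of energy transfer signal; Controls: 5 µM unlabeled CBFb as full-inhibition high control; Incubation: protein complex preformed 1 h, compound exposure 1 h, room temperature, dark.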
An asterisk follows results filed as active; / = no result given; & = joins results of further samples. This is a subset, so the mix of outcomes need not match the whole.

SMILES | PERK inhibitor | RBBP9 inhibitor | TNF necrop inh | Hck-Nef inh | EP2 antag | EP2 mod | L929 necroptosis | Runt-SMMHC FRET | Runt-CBFb FRET
COc1ccc(-c2csc(N3CCN(Cc4ccc5c(c4)OCO5)CC3)n2)cc1 | 0.1 | -4 | -0.4 | 1 | 5 | 1 | 0.1 | 7 | 8
CCC(=O)N1CCCc2cc(S(=O)(=O)N3CCC(N4CCCCC4)CC3)ccc21 | -0.7 | -3 | 0.9 | -3 | 15 | -1 | -1.2 | -3 | -1
O=C(CNC(=O)c1cccs1)NCC(=O)OCc1cccc(Cl)c1 | 1.5 | 5 | -0.9 | 1 | 8&5 | -24&-2 | 1.6 | 2 | 0
Fc1ccccc1-c1nc(NCc2ccco2)c2ccccc2n1 | 0.8 | 3 | 0.3 | 19 | 3 | 43 | 0.4 | 2 | -2
COCC(=O)N1CCCC(C(=O)c2ccc3c4c(cccc24)CC3)C1 (stereo unspecified) | 0.2 | -6 | 0.8 | 17 | 5 | -63 | 0.6 | 1 | -1
CCCCNC(=O)C1CCN(c2nc(OC)nc(OC)n2)CC1 | 0.2 | -3 | 0.7 | 5 | 8 | -11 | -0.2 | -4 | 0
CC(C)(C)OC(=O)N1CCC(c2cc(-c3cccs3)n[nH]2)CC1 | 1.3 | 0 | 1.3 | 1 | 5 | 7 | 11 | 0 | -1
CC(=O)c1cc2c(O)c(O)ccc2o1 | -0.4 | -2 | -6.6 | 4 | 3 | 2 | -0.4 | 2 | 6
O=C(Cc1ccccc1)NCC(=O)N1CCCCCC1 | 2.6 | -3 | 0.1 | 0 | 6 | 7 | 0.0 | -2 | 0
Cc1ccn(CC(=O)O)c(=O)c1 | 0.8 | -3 | 0.2 | 2 | 10 | -7 | -0.1 | 0 | 0
O=C(Nc1cc(S(=O)(=O)N2CCOCC2)ccc1N1CCOCC1)C1CCCO1 (stereo unspecified) | 1.1 | -5 | 1.1 | 22 | 1 | 11 | 2.4 | 0 | -1
O=C(CSc1nnc(NC(=O)c2ccco2)s1)NC1CCCC1 | 0.2 | -7 | -1.3 | 0 | 3 | 28 | -0.6 | 4 | 0
COc1ccccc1NC(=O)CSC(N)=O | -0.9 | -13 | -1.0 | -24 | 5 | 10 | -0.7 | 1 | 12
COc1ccc(/C=C2/SC(c3ccc(C)cc3)=NC2=O)cc1OC | 0.8 | -3 | 1.1 | 9 | 19 | -7 | 2.2 | -138 | -29
COc1ccc(-n2nnnc2/C(=C/N(C)C)C(=O)c2ccccc2)cc1 | 1.5 | -6 | 1.6 | 20 | 10 | -18 | -0.1 | -1 | 1
Oc1ccc(-c2csc(-c3cccnc3)n2)c(O)c1 | 0.8 | -2 | -4.4 | 19 | 7 | -9 | 64 | 0 | -2
CC1(C)CC(=O)C2=C(C1)N=C1SCCC(=O)N1C2c1ccc(C(F)(F)F)cc1 (stereo unspecified) | -1.8 | -2 | -2.9 | 5 | 6 | -6 | 0.1 | 1 | -3
COCCNc1oc(-c2cccs2)nc1S(=O)(=O)c1ccc(C)cc1 | 1.4 | -5 | 1.9 | 24 | 3 | 38 | 0.4 | 0 | 1
C=CCNc1nc(Cl)nc(Nc2ccc(OCC)cc2)n1 | 0.6 | 2 | 1.0 | 6 | 7 | -4 | 0.4 | 3 | 5
O=C(c1ccc(Cn2cc([N+](=O)[O-])cn2)o1)N1N=C(C(F)F)CC1(O)C(F)F (stereo unspecified) | -0.3 | -3 | -1.4 | 2 | 4 | -6 | -0.3 | -5 | 1
CNc1nnc(-c2ccc(C)cc2)c2ccccc12 | 0.2 | -4 | -3.3 | 22 | 4 | 5 | -0.4 | 1 | 1
CCOC(=O)C1CCN(C(=O)c2ccc(Cl)c(NC3=NC4CS(=O)(=O)CC4S3)c2)CC1 (stereo unspecified) | 0.9 | 0 | -1.7 | -2 | 10 | 24 | / | 0 | -1
O=c1c2cn[nH]c2[nH]c(=S)n1-c1ccccc1F | 1.1 | -2 | 1.1 | 1 | 1 | 13 | 0.5 | -4 | /
O=C(O)CNc1nc(Cl)ccc1[N+](=O)[O-] | 0.1 | -7 | -0.5 | -1 | 6 | -9 | -0.1 | -25 | -14
Cc1cccc(C(=O)NC(=S)NNC(=O)COc2ccc(Cl)cc2)c1 | 1.7 | -9 | -1.5 | 7 | 30 | -41 | 1.3 | 2 | 19
Cc1[nH]c(=O)[nH]c(=O)c1S(=O)(=O)N(CC(C)C)CC(C)C | 1.1 | -13 | 0.6 | 17 | 1 | 5 | 0.5 | 1 | 1
COc1ccc(NC(=S)NN2CCN(C)CC2)cc1 | 1.7 | 2 | -2.9 | 3 | -8 | 3 | 0.0 | 4 | 0
O=C(Cn1nc(-c2ccccc2F)ccc1=O)Nc1ccc(S(=O)(=O)N2CCCCCC2)cc1 | -0.1 | -15 | 2.4 | 1 | 13&9 | -28&-22 | 1.5 | 0 | -1
CC(=O)OCc1cc2cc(C)ccc2[nH]c1=O | 0.4 | -1 | 2.3 | 2 | 9 | -5 | -0.2 | -2 | 0
Nc1ccc2nc(CCCCCCc3nc4ccc(N)cc4[nH]3)[nH]c2c1 | -0.7 | -4 | 1.3 | 15 | 4 | 10 | 3.1 | 3 | -1
Cc1ccccc1Nc1cc(C(=O)NCC2CCCO2)c2ccccc2n1 (stereo unspecified) | -2.0 | -8 | 2.4 | 8 | 8 | -27 | -0.1 | 0 | 0
Cc1nn2c(-n3ccnc3C)c3c(nc2c1-c1ccccc1)CCC3 | -0.7 | -3 | -0.1 | -2 | 4 | -47 | 0.0 | -2 | 0
CN(C)C(=O)N1CCC(C(=O)NC2CCCCCCC2)CC1 | 0.0 | -10 | 0.2 | -1 | 10 | -7 | 1.1 | -6 | 0
COc1ccc(/C=C(\C#N)C(=O)Nc2cccnc2)cc1 | 0.8 | -5 | 2.7 | 4 | 3 | -10 | 0.6 | 1 | 0
Cc1nn(C)cc1/C=C/C(=O)c1cccs1 | 1.1 | -1 | -1.8 | -3 | 7 | -27 | -0.2 | 5 | 1
CCCCCCOc1ccc(-c2ccc(C#N)cn2)cc1 | 3.1* | 10 | -1.7 | 0 | 11 | 45 | -0.3 | -1 | -4
CC1CCCCC1NCC#CCOc1ccc(Cl)cc1 (stereo unspecified) | -1.5 | -3 | 1.7 | 16 | 7 | 6 | -0.4 | -2 | 2
CCOC(=O)c1sc2nc(C)nc(SCC(=O)NC3CCS(=O)(=O)C3)c2c1C (stereo unspecified) | 1.1 | -10 | 0.8 | 24 | 7 | 0 | 0.7 | 1 | -8
CCNC(=S)NCCN1CCCCC1 | 0.4 | 1 | 0.4 | 7 | 13 | 19 | 0.8 | 2 | 2
COc1ccc2nc(C)c3c(c2c1)OC(C)C3 (stereo unspecified) | 0.6 | -5 | -1.3 | 3 | 15 | 12 | 0.1 | 1 | -3
CCCCC(=O)NC(=S)NNC(=O)CC | 1.4 | 4 | -0.5 | 1 | 13 | 6 | -0.3 | 0 | 5
COc1ccc(S(=O)(=O)Cc2ccc(C(=O)N3CCN(c4ccccn4)CC3)o2)cc1 | -0.6 | -2 | -1.3 | 4 | 12 | -22 | 1.1 | -2 | 1
COc1cc(CNn2cn[nH]c2=S)cc(Cl)c1OCc1ccccc1 | 0.9 | -2 | -5.5 | 1 | -1 | 11 | 0.5 | 9 | 4
Cc1cc2sc3nc(=O)n(-c4ccccc4)c(=O)n3c2cc1C | 0.5 | -5 | 1.3 | 20 | 10 | 7 | 2.2 | 2 | 2
C=CCN1CC(c2nc3ccccc3n2Cc2cccc3ccccc23)CC1=O (stereo unspecified) | -1.8 | -6 | -2.7 | 0 | 7 | 28 | 0.3 | -1 | -4
CCOC(=O)/C(C#N)=C1\Nc2ccccc2N=C1N(CC(C)C)CC(C)C | -2.4 | -6 | -0.7 | -1 | / | 42 | 0.1 | -19 | 28
CCN(CC)CCCN(C(C)=O)c1nc(-c2cc(OC)ccc2OC)cs1 | -1.6 | 5 | 2.0 | 1 | 7 | 0 | -0.1 | -3 | -1
CCn1cc(C(=O)NCCCOC)c(=O)c2cc(S(=O)(=O)N(C)C3CCCCC3)ccc21 | -0.5 | -3 | 1.6 | 24 | 11 | 7 | 0.3 | 1 | -7
Cc1cc(C)nc(NS(=O)(=O)c2ccc(N=Cc3c(C)[nH]n(-c4ccccc4)c3=O)cc2)n1 | 0.0 | -5 | 0.2 | 4 | 5 | 0 | 0.2 | 0 | -4
CC1(C)CC(NC(=O)c2c(N)no[n+]2[O-])CC(C)(C)N1 | -0.2 | -6 | -2.6 | 1 | 3 | -19 | -0.8 | -2 | -1

(further entries)
SMILES | PERK inhibitor | RBBP9 inhibitor | TNF necrop inh | Hck-Nef inh | EP2 antag | EP2 mod | L929 necroptosis | Runt-SMMHC FRET | Runt-CBFb FRET
COC(=O)C1CCN(C(=O)c2c(-c3ccccc3Cl)noc2C)CC1 | 0.2 | 2 | -2.0 | 1 | 8 | 32 | -0.5 | 0 | 1
Cc1ccc(C)c(C(=O)N(C)CC(=O)Nc2ccccc2C(F)(F)F)c1 | -0.9 | -8 | -0.1 | 25 | 4 | -10 | 0.4 | 1 | -4
Cc1ccc(C(=O)Nc2nnc(-c3cccs3)s2)cc1C | -0.7 | -3 | -2.0 | 3 | / | 14 | -0.1 | 4 | -2
Cc1cc(C(F)(F)F)c2c(C)nn(CCc3nn[nH]n3)c2n1 | 1.5 | -3 | -1.0 | 0 | 7 | 23 | 0.1 | 4 | 0
Cc1c(NC(=O)c2noc3c2CCc2ccccc2-3)c(=O)n(-c2ccccc2)n1C | 0.1 | -6 | 0.9 | 20 | 9 | / | 1.6 | / | /
Cn1c(=O)n(C)c2cc(S(=O)(=O)Nc3cc(Cl)ccc3O)ccc21 | -1.5 | -1 | 0.1 | 26 | 3 | -77 | -0.4 | 1 | -2
Cc1c(OCc2ccccc2)c(=O)ccn1Cc1ccc(Cl)cc1 | -1.2 | -5 | -4.2 | -2 | -2 | 67* | -0.5 | -5 | -7
Cc1csc(SCC(=O)c2cc(C)n(Cc3cccs3)c2C)n1 | -0.1 | 10 | -2.2 | 1 | 16 | 20 | 1.1 | 0 | 5
Cc1ccc(C(=O)c2c(NC(=O)c3ccccc3)sc(C)c2C)cc1 | 1.0 | -6 | -4.7 | 1 | 4 | 9 | -0.1 | 20 | 36
CCCOc1ccc(N2CC(C(=O)Nc3ccccc3F)CC2=O)cc1 (stereo unspecified) | 0.0 | -7 | -5.4 | 1 | 25 | -13 | -0.1 | -1 | -2
CCc1n[nH]c2c1/C(=N\O)CC(C)(C)C2 | -0.3 | -4 | 0.9 | 1 | 9 | 32 | 0.0 | 1 | -3
